Source: PubChem BioAssay (National Center for Advancing Translational Sciences (NCATS))
HepG2 viability: kills HepG2 cells in TGF-b inhibitor counter-screen; HepG2 CAGA-GFP viability, ATP luminescence, 18 h; Potency, µM (series often up to 46.1 µM), inactives show at the highest dose activity change, negative = cytotoxicity, hits mostly cytotoxic; hit rate 0.76% among 410,000; AID 588856; also: potency is read from the fitted curve at half-maximal effect; some results filed as inactive show a strong effect at the top dose
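CellTiter-Glo luminescence gave cytotoxicity after 18 hours at 37 degrees C. The cells were HepG2 CAGA-GFP in 1% FBS DMEM, stimulated with 500 pg/mL TGF-beta after compound addition. %Activity was normalised to no-cell wells (complete cell-killing) and DMSO (no toxicity), and curves were fitted and classified.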
A549 viability: A549 cytotoxicity, counter-screen for Nrf2 inhibitors; Potency, µM (titrated, usually from 46 µM), for the others: top-dose activity change, negative = cytotoxicity, actives largely listed as inhibitors; hit rate 0.16% among 390,000; A549 ARE-Fluc cells, CellTiter-Fluor viability, 18-24 h; AID 504648; also: potency is read from the fitted curve at half-maximal effect; % is scaled to controls: 0 for no effect and ±100 for the full control effect
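A549 ARE-Fluc cells in 5% FBS OPTI-MEM, 5000 cells/well, rested 2 h then exposed to compounds in concentration-response for 18-24 h at 37 °C. Viability by CellTiter-Fluor fluorescence (Ex 405/Em 525) after 30 min; luciferase luminescence (BugLite, 15 min, RT) read afterwards.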
Nrf2 inh: blocks Nrf2 signaling. hit rate 2.1% among 360,000. Potency, µM (doses to about 46 µM), for inactives: at the highest dose activity change, negative = inhibition, usual class: inhibitors. A549 ARE-Fluc reporter, luciferase luminescence, 18-24 h; also: potency is read from the fitted curve at half-maximal effect; % is scaled to controls: 0 for no effect and ±100 for the full control effect; nearly all actives have a fitted effect of over 60% in size
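Nrf2 function is reported as luminescence of an ARE-controlled luciferase in A549 cells. Compounds were tested at several concentrations, and a CellTiter-Fluor read on the same wells flagged cytotoxicity.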
Nrf2 activator: activators of Nrf2 (ARE) signaling. AREc32 ARE-luciferase reporter (MCF7-derived line), luminescence, 24 h. Potency, µM (top dose mostly 46.1 µM), for the others: at the highest dose activation, hits mostly activators. hit rate 0.31% among 410,000. AID 624171; also: potency is read from the fitted curve at half-maximal effect; % of control where 0% means no effect; nearly all actives have a fitted effect of over 65% in size
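For detection, Steady-Glo was added and plates sat 30 min at RT; before that, AREc32_Fluc cells grown overnight in OPTI-MEM/5% FBS had been treated with 23 nL compound for 24 hr at 37 deg C.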
IL2 activator: activates IL-2 in a cell-based reporter assay | IL-2 activation reporter assay, cell-based qHTS; stimulated with anti-CD3/CD4/CD28 beads; in transgenic mouse T cells | activation, % (series mostly up to about 46 µM) | hit rate 0.065% among 360,000 | AID 652025; in the data active = activation above about 50%; inconclusive = mostly about 30% to 49%; also: 0% is about no effect
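Readout: EGFP and DsRed signals by fluorescent plate cytometry. Unstimulated transgenic mouse T cells received compound 60 min before antibody-bead stimulation, then incubated 18 h at 37 degrees C.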
ATXN2 expr inh: inhibitors of ATXN2 expression | HEK-293 ATXN2-luciferase reporter, luminescence, 24 h | Potency, µM (highest dose often 57 µM), without a hit: at the top dose activity change, negative = inhibition, actives largely listed as inhibitors | hit rate 0.72% among 360,000 | AID 1745845; also: potency is read from the fitted curve at half-maximal effect; % is scaled to controls: 0 for no effect and ±100 for the full control effect; nearly all actives have a fitted effect of over 55% in size
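ATXN2-luciferase reporter cells (luciferase flanked by upstream and downstream ATXN2 gene portions) were treated 24 h at 37 °C with compounds at up to 57 uM. SteadyGlo luminescence gave expression; GF-AFC fluorescence gave viability.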
TGFb SMAD3 inh: blocks TGF-b signaling | hit rate 1.2% among 410,000 | HepG2 CAGA-GFP TGF-b/SMAD3 reporter, GFP fluorescence, 18 h; TGF-beta stimulated, 500 pg/mL final | Potency, µM (top dose mostly 46.1 µM), for inactives: at the highest dose activity, negative = inhibition, most hits filed as inhibitors | AID 588855; also: potency is read from the fitted curve at half-maximal effect; % is scaled to controls: 0 for no effect and ±100 for the full control effect; nearly all actives have a fitted effect of over 65% in size
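HEPG2 CAGA-GFP cells (1000/well, DMEM with 1% FBS) were pre-incubated 2 h at 37 degrees C, given compound by pin tool, then stimulated with TGF-beta at 500 pg/mL final for 18 h before per-cell GFP fluorescence imaging.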
EPAC2 ag: EPAC2 (human) agonism; Q8WZA2; EPAC2 activation, biochemical qHTS; response scale: 100% = 6.5 mM cAMP response; Potency, µM (titrated, usually from 154 µM), without a hit: at the top dose activation, most hits filed as activators; hit rate 0.079% among 360,000; also: potency is read from the fitted curve at half-maximal effect; nearly all actives have a fitted effect of over 50% in size
Target sequence (Q8WZA2 whole entry, looked up): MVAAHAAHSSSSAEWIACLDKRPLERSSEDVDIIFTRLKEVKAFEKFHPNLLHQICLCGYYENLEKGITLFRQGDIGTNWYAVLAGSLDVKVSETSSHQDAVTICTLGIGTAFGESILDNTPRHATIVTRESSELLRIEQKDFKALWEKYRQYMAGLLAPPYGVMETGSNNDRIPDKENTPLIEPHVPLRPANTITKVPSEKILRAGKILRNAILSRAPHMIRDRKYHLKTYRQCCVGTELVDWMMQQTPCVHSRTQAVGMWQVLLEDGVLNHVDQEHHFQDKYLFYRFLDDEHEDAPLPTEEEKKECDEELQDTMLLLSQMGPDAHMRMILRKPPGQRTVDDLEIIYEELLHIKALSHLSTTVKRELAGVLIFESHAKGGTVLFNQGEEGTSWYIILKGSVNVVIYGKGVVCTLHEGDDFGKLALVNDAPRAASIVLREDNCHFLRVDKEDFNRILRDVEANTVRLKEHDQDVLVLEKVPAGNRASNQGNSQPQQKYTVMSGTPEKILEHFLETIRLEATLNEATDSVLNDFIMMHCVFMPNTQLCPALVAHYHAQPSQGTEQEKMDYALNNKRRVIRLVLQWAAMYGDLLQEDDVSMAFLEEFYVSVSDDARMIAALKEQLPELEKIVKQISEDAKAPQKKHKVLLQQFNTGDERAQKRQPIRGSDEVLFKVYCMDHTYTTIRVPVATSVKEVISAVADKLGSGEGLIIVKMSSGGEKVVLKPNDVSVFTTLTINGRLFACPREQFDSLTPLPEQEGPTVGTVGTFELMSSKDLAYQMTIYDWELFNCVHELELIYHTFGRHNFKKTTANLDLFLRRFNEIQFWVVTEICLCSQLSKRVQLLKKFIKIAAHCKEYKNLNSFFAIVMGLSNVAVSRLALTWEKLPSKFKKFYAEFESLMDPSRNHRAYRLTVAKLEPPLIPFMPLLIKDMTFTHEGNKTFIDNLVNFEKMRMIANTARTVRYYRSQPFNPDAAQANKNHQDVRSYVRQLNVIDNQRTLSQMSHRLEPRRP
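EPAC2 (100 nM) mixed with Rap1B loaded with BODIPY-GDP (250 nM) plus 50 uM unlabeled GDP; compounds pinned in, 5 min RT, then read every 5 min for 30 min (ex 480, em 540 nm). Normalized to cAMP control.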
S2 tox: reduces viability in counter-screen for ATXN expression inhibitors. Potency, µM (doses to about 56.7 µM), actives largely listed as cytotoxic. hit rate 0.49% among 400,000. S2 cells (HEK-293 line with an ATXN2-luciferase reporter) viability, CellTiter-Fluor protease fluorescence, 24 h; also: potency is read from the fitted curve at half-maximal effect; nearly all actives have a fitted effect of over 40% in size
* hit, by the source's call; i = inactive; ? = inconclusive; . = not tested or not shown; & = joins results of further samples; [ ] = dose if it differs, or a comment. Unless noted, calls follow the shape of the dose curve; as a rule, active = well fitted curve in the direction sought with a large enough effect; inconclusive = small, poorly fitted or top-dose-only effect, or another doubt; inactive = no such curve, though single readings can be large; an effect the other way counts as inactive or inconclusive.

SMILES	HepG2 viability	A549 viability	Nrf2 inh	Nrf2 activator	IL2 activator	ATXN2 expr inh	TGFb SMAD3 inh	EPAC2 ag	S2 tox
CCOC(=O)c1c(C)n(C)c2cc([N+](=O)[O-])c(O)c([N+](=O)[O-])c12	-1%	-22%	-16%	-0.1%	-4.3	14%	-7%	1%	i
Cc1ccc(CN=C2Nc3ccccc3CS2)cc1	-21%	-4%	?	-0.5%	-0.7	57%[activator]	-2%	14%	i
Cc1ccc(C)c(NC2=NC3(CCCCC3)N=C(N)N2)c1	-5%	7%	3%	-0.4%	-3.9	-4%	21%	11%	i
Cc1ccc(C(C)C)c(OCc2ccc(C(=O)N/N=C/c3ccc(C(=O)O)cc3)cc2)c1	39%	1%	-17%	-2.2%	-0.4	.	40%[activator]	-4%	i
COc1ccccc1Oc1ccc2c(c1)C(=O)N(c1cccc(O)c1)C2=O	-31%	-11%	-9%	4.3%	-1.0	3%	-18%	28%	i
COc1ccc(C(=O)Nc2ccccc2C(=O)N2CCCCCC2)cc1	4%	0%	1%	0.0%	-3.1	-2%	1%	10%	?
N#CCCSc1nc(N2CCOCC2)c2c(c1C#N)CCCC2	-16%	0%	?	0.2%	2.1	-3%	-27%	3%	i
CC(C)c1cc(CNC(=O)c2cc(COc3cncc(Cl)c3)on2)on1	-19%	0%	1%	3.0%	1.6	.	-20%	7%	i
CCN(CC)S(=O)(=O)c1ccc2c(c1)c(=O)c(C(=O)N1CCN(c3ccccc3OC)CC1)cn2C	-4%	9%	-13%	-0.3%	.	-9%	-37%	.	i
CN(Cc1nnc(SCC(=O)NCCc2ccccc2)n1C)S(=O)(=O)c1ccccc1	8%	-6%	-6%	-0.8%	0.1	-15%	-16%	-1%[15.6 µM]	i

Next section; the last six above are carried over.
SMILES	HepG2 viability	A549 viability	Nrf2 inh	Nrf2 activator	IL2 activator	ATXN2 expr inh	TGFb SMAD3 inh	EPAC2 ag	S2 tox
COc1ccccc1Oc1ccc2c(c1)C(=O)N(c1cccc(O)c1)C2=O	-31%	-11%	-9%	4.3%	-1.0	3%	-18%	28%	i
COc1ccc(C(=O)Nc2ccccc2C(=O)N2CCCCCC2)cc1	4%	0%	1%	0.0%	-3.1	-2%	1%	10%	?
N#CCCSc1nc(N2CCOCC2)c2c(c1C#N)CCCC2	-16%	0%	?	0.2%	2.1	-3%	-27%	3%	i
CC(C)c1cc(CNC(=O)c2cc(COc3cncc(Cl)c3)on2)on1	-19%	0%	1%	3.0%	1.6	.	-20%	7%	i
CCN(CC)S(=O)(=O)c1ccc2c(c1)c(=O)c(C(=O)N1CCN(c3ccccc3OC)CC1)cn2C	-4%	9%	-13%	-0.3%	.	-9%	-37%	.	i
CN(Cc1nnc(SCC(=O)NCCc2ccccc2)n1C)S(=O)(=O)c1ccccc1	8%	-6%	-6%	-0.8%	0.1	-15%	-16%	-1%[15.6 µM]	i
COc1ccccc1N(CC(=O)NCc1cccnc1)S(C)(=O)=O	-9%	-3%	-3%	0.2%	0.4	7%	1%	6%	i
CCCCNC(=O)C[C@@H]1C[C@@]2(C(=O)OC)CCCCC=C2N(CCC2=CCCCC2)C1=O	.	.	.	-1.0%	-0.4	-19%	.	10%	.
Cc1cn([C@H]2C[C@H](O)[C@@H](CCC(=O)NCc3ccc(N(C)C)cc3)O2)c(=O)[nH]c1=O	4%	.	.	-1.2%	1.8	6%	5%	19%	i
Cn1c(SCC(=O)NC(c2ccccc2)c2ccccc2)nnc1-c1cccs1	-13%	0%	5%	0.3%	-1.3	-7%	13%	5%	i
Cc1ccc(NC(=O)c2oc3ccccc3c2NC(=O)C2CCCCC2)cc1	2%	5%	-8%	-0.5%	.	-6%	-15%	.	i
CCOc1ccc(OCCC(=O)OCC(=O)NNC(=O)c2ccccc2)cc1	-3%	8%	-9%	-0.1%	1.7	-20%	-17%	2%	i
CCOC(=O)c1nnn(CC(=O)Nc2cccc(OC)c2)c1C(=O)OCC	-4%	-2%	5%	0.2%	-1.9	1%	?	1%	i
CCOc1ccccc1NC(=O)C1CCCC1	0%	-10%	-7%	-0.6%	0.2	8%	17%	-1%	i
COc1ccc(Br)cc1C(=O)N/N=C/c1ccc([N+](=O)[O-])cc1	-32%	-18%	?	0.5%	-2.6	-21%	-8%	3%	i
CC1(C)CC(NCc2cccc([N+](=O)[O-])c2)CC(C)(C)N1	-29%	-7%	?	17%	-0.7	20%	-2%	11%	i
CCc1noc(C)c1C(=O)Nc1nc(-c2ccc(Cl)cc2Cl)cs1	-5%	0%	?	0.2%	-3.7	-34%	11µM*	-4%	?
Cc1ccc2c(c1)c1c3n2CCN=C3CCC1	-23%	-3%	7%	0.8%	0.0	-17%	0%	2%	i
CC(OC(=O)Cc1ccc(Br)cc1)C(=O)NC1CCCCC1C (centres undefined)	8%	-15%	-21%	-0.3%	-0.4	-5%	15%	-8%	i
Cc1cc(C)c(NC(=O)CSc2ccnc(=O)[nH]2)c(C)c1	0%	-1%	.	0.3%	.	8%	-3%	.	i
O=C(Nc1cnn(Cc2ccccc2)c1)c1nc2ncccn2n1	1%	3%	?	1.6%	-0.8	13%	-2%	-20%	?
C#CCSC1=C(C#N)C(c2cccs2)C(C(=O)OCC)=C(C)N1 (centres undefined)	-3%	-14%	-11%	2.9%	-0.3	10%	19%	5%	i
Cc1nc2sc(C(c3cccc(F)c3)N3CC(C)OC(C)C3)c(O)n2n1 (centres undefined)	3%	-11%	-13%	0.6%	0.4	6%	-6%	3%	i
COc1ccc(C(C)=O)cc1CC(=O)N(Cc1ccccc1)c1ccccc1	-21%	-5%	0%	-0.7%	-4.0	-7%	?	3%	i
COc1ccc(/C=N/NS(=O)(=O)c2ccc(F)cc2)cc1CN1CCSCC1	-25%	0%	-7%	0.4%	0.3	-7%	-13%	15%	i
O=C(NC1CCCN(Cc2ccc(Cl)cc2)C1)C1CCC1 (centres undefined)	1%	5%	-2%	-0.8%	-1.7	-12%	1%	-1%	i
CCOC(=O)c1cc(-c2ccc(C)cc2)n(CC(=O)NC2CCCCCC2)c1C	-4%	-6%	-15%	-0.5%	.	2%	?	.	i
Cn1nc(CC(=O)NC2CCCCC2)c2ccccc2c1=O	-6%	2%	?	-0.6%	-1.9	1%	-16%	10%	i
COc1c(C)oc2cc(O)ccc2c1=O	-11%	10%	-10%	-0.3%	-2.2	-5%	-1%	-1%	i
S=c1[nH]nc(C2CCCCC2)n1Cc1ccccc1	-5%	5%	0%	2.5%	-1.2	1%	-5%	4%	i
CCCSc1cc(NCCOC(C)=O)c([N+](=O)[O-])c2nonc12	4%	-10%	-6%	0.6%	-1.8	-5%	5%	-3%	?
CCOc1ccc(NS(=O)(=O)c2ccc(C(=O)NC3CCN(Cc4ccccc4)CC3)cc2)cc1	-33%	-4%	-17%	2.1%	-4.5	-5%	?	2%	i
COc1ccc(NCc2cc3cc4c(cc3n(CC(=O)Nc3cc(C)ccc3C)c2=O)OCCO4)cc1	3%	-14%	-14%	-0.5%	.	-7%	-1%	.	i
CCn1nnc2cc(C(=O)N(CCOC)CC(=O)Nc3cccc(C)c3C)ccc21	8%	-11%	11%	-0.9%	-0.2	-2%	-25%	0%	i
CC(C)c1ccc(NC2CCCN(C(=O)CSc3nncn3C)C2)cc1 (centres undefined)	-8%	-5%	-14%	0.4%	-0.5	.	0%	-1%	i
Cc1cc(C)n2nc(CNS(=O)(=O)c3ccc(F)cc3)nc2n1	3%&0%	-3%&6%	8%&4%	-0.1%&-0.3%	-2.6	-4%	10%&-6%	8%	?
O=C1CC(N2CCN(c3cccc(C(F)(F)F)c3)CC2)C(=O)N1c1ccccc1 (centres undefined)	11%	2%	-17%	0.4%	-1.0	0%	0%	-4%	i
O=C(C1CC1)N1CCc2cc(S(=O)(=O)NCC3COc4ccccc4O3)ccc21 (centres undefined)	-7%	-16%	?	-0.2%	1.6	-13%	-12%	11%	i
O=C(CCn1c(=S)[nH]c2ccccc2c1=O)Nc1ccc(F)cc1	-2%	0%	-20%	-0.4%	0.4	-27%	6%	-2%	i
O=C1COc2ccc(C(=O)COc3ccc([N+](=O)[O-])cc3)cc2N1	-5%	1%	-1%	-0.1%	-3.0	-3%	-10%	3%	i
NC(=O)CC(NC(=O)Cc1cccc2ccccc12)c1ccc(NCc2ccc(F)cc2)c([N+](=O)[O-])c1 (centres undefined)	-18%	-14%	-8%	0.3%	0.0	-24%	-4%	1%	?
Cc1c(CCC(=O)NCCCn2ccnc2)c(=O)oc2c(C)c3occ(C(C)(C)C)c3cc12	-25%	-1%	-18%	-0.2%	-4.1	?	?	3%	?
O=C(CCNC(=O)c1ccc([N+](=O)[O-])cc1)Nc1cc(C(F)(F)F)ccc1N1CCOCC1	-22%	.	.	0.3%	-2.8	.	-2%	11%	?
Cc1cccc(-c2nc3scc(CCNS(=O)(=O)c4ccc(F)cc4C)n3n2)c1	-33%	-1%	.	-0.8%	.	.	11µM*	.	.
